PAFAH2 FP inh: PAFAH2 enzyme inhibitors, primary screen, biochemical, fluorescence polarization, human. recombinant PAFAH2, FP-rhodamine activity probe. inhibition, % at 3.39 µM. Platelet-activating factor acetylhydrolase 2, cytoplasmic (Homo sapiens), Q99487. actives 0.99% (n = 340,000). AID 492956, 2010;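 active = inhibition above the mean over all tested compounds plus 3 SD, cut at about 30% in these data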;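 also: inhibitors block probe labeling of enzyme so polarization drops; 0% = enzyme with DMSO and 100% = wells lacking PAFAH2 protein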
pPAFAH FP inh: pPAFAH enzyme inhibitors, primary screen, biochemical, fluorescence polarization, human | recombinant pPAFAH, FP-rhodamine probe fluorescence polarization | inhibition, % at 3.39 µM | actives 1.5% (n = 330,000);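 active = inhibition above the mean inhibition across the screen plus 3 SD, cut at about 25% in these data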;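 also: inhibitors block binding of the rhodamine activity-based probe so polarization drops; 0% = enzyme with DMSO and 100% = wells lacking pPAFAH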
Target sequence (Q13093 whole entry, looked up): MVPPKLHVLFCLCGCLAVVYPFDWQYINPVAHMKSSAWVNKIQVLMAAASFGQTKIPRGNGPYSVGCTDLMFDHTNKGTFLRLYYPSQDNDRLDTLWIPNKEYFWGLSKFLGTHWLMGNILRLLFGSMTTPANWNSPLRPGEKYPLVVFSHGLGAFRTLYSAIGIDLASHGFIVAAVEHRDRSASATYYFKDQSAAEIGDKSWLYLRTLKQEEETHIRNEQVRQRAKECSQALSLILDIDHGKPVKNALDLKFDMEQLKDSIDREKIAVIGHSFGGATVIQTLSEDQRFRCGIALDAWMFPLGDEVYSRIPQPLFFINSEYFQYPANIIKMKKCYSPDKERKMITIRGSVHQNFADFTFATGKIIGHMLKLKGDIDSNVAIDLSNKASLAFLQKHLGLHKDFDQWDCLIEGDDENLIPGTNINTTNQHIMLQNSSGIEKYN
LYPLA1 counter: LYPLA1 inhibitors, primary screen, counter-screen for PME1 inhibitor project, biochemical, fluorescence polarization, FP-Rh probe ABPP | Acyl-protein thioesterase 1 (Homo sapiens), O75608 | actives 0.16% (n = 320,000) | recombinant LYPLA1 | inhibition, % at 5.9 µM;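 active = inhibition above the mean of all tested compounds plus 3 SD, set per campaign, cut at about 14% in these data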;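 also: inhibitors block serine hydrolase probe labeling of LYPLA1 so polarization falls; 0% = enzyme with DMSO and 100% = wells lacking LYPLA1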
Target sequence (O75608 whole entry, looked up): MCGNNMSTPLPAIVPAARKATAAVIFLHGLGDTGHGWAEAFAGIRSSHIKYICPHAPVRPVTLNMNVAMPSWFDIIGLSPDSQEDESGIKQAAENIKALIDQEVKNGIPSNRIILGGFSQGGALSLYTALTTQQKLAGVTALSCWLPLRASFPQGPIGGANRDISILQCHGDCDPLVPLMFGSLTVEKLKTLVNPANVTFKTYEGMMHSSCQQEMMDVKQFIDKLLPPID
Fam108B counter: mouse Fam108B serine hydrolase inhibitors, primary screen, counter-screen for RBBP9 inhibitor project, biochemical, fluorescence polarization; recombinant Fam108B, FP-Rh probe fluorescence polarization; inhibition, % at 9.51 µM; actives 0.33% (n = 300,000);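 active = inhibition above the screen mean inhibition plus 3 SD, computed separately per campaign, cut at about 18% in these data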;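 also: inhibitors lower polarization as less probe binds the enzyme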
GSTO1 counter: inhibitors of recombinant GSTO1, primary screen, counter-screen for RBBP9 inhibitor project, biochemical, fluorescence polarization | Glutathione S-transferase omega-1 (Homo sapiens), P78417 | inhibition, % at 5.96 µM | activity-based probe fluorescence polarization | actives 1.1% (n = 300,000);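 active = inhibition above the campaign mean inhibition plus 3 SD, cut at about 35% in these data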;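 also: 0% = GSTO1-1 with DMSO and 100% = wells lacking GSTO1-1 enzyme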
PAFAH1B3 inh: PAFAH1B3 enzyme inhibitors, primary screen, biochemical, fluorescence polarization, human; recombinant PAFAH1B3, FP-rhodamine probe; actives 0.28% (n = 340,000); inhibition, % at 3.39 µM; Platelet-activating factor acetylhydrolase IB subunit alpha1 (Homo sapiens), Q15102;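 active = inhibition above the screen-wide average of all tested compounds plus 3 SD, cut at about 25% in these data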;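 also: 0% = enzyme with DMSO only and 100% = wells lacking PAFAH1B3 protein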
PME-1 primary: PME-1 inhibitors via competitive probe labeling, primary screen, biochemical, fluorescence polarization, FP-Rh probe, HTS; recombinant PME-1; actives 0.53% (n = 320,000); inhibition, % at 5.9 µM; Protein phosphatase methylesterase 1 (Homo sapiens), Q9Y570;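 active = inhibition above the campaign mean of all compounds plus 3 SD, cut at about 26% in these data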;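 also: competitive labeling of PME-1 active site by serine hydrolase directed probe; 0% = PME-1 with DMSO and 100% = wells lacking PME-1 enzyme; inhibitors block probe labeling so polarization falls and inhibition rises; many of its hits are not listed in these tables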
PAFAH1B2 FP inh: PAFAH1B2 enzyme inhibitors, primary screen, biochemical, fluorescence polarization, human | Platelet-activating factor acetylhydrolase IB subunit alpha2 (Homo sapiens), P68402 | recombinant PAFAH1B2, FP-rhodamine activity probe | inhibition, % at 3.39 µM | actives 1.2% (n = 340,000) | AID 492953, 2010;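 active = inhibition above the mean of all tested compounds plus 3 SD, cut at about 24% in these data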;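 also: 0% = enzyme with DMSO and 100% = wells lacking PAFAH1B2; many of its hits are not listed in these tables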
Target sequence (P68402 whole entry, looked up): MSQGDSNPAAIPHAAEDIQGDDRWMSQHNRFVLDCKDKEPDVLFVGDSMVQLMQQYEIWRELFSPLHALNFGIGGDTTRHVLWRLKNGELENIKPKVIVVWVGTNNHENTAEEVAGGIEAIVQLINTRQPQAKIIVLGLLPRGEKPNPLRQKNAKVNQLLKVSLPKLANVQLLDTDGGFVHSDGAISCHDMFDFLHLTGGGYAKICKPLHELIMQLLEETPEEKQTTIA
PAD4 inh: human PAD4 inhibitors, primary screen, biochemical, fluorescence polarization, 1536-well format | Protein-arginine deiminase type-4 (Homo sapiens), Q9UM07 | recombinant PAD4, RCA probe fluorescence polarization | inhibition, % at 6.36 µM | actives 0.41% (n = 330,000) | AID 485272, 2010;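 active = percent inhibition above a cutoff equal to the mean of all tested compounds plus 3 SD, cut at about 15% in these data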;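 also: 0% = PAD4 with RCA probe and DMSO and 100% = probe without PAD4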
Active calls of the source: *; . = not tested or not shown. The list is partial, so the mix of outcomes need not match the whole.

Below each compound: PAFAH2 FP inh	pPAFAH FP inh	LYPLA1 counter	Fam108B counter	GSTO1 counter	PAFAH1B3 inh	PME-1 primary	PAFAH1B2 FP inh	PAD4 inh
> CC1CCCN(S(=O)(=O)c2ccc(S(=O)(=O)NC(C)c3cccs3)cc2)C1 (centres undefined)
  4	0	0	-3	6	4	2	7	-7
> Cc1cc(C(=O)Cn2nc(C(=O)O)c3ccccc3c2=O)c(C)n1CC(F)(F)F
  12	-5	2	-5	19	3	-12	1	-3
> O=C(Nc1cc(Br)ccc1O)c1cnn2c(C(F)F)cc(C3CC3)nc12
  -2	5	-3	-3	2	0	-2	3	0
> COc1cccc(NC(=O)CN(C)C(=O)CC2CC3CCC2C3)c1 (centres undefined)
  10	0	1	-2	8	8	-2	4	-4
> O=C(CN1c2cccc3cccc(c23)S1(=O)=O)NCCc1ccc(F)cc1
  1	2	.	.	.	-2	.	-1	3
> C/C=C/C(=O)Nc1ccccc1Br
  3	1	1	-2	4	-6	-16	-1	5
> O=C(c1cnn(C(=O)c2ccc(O)cc2)c1)c1ccccc1O
  .	0	1	-3	3	.	-4	.	-3
> Cc1cc(C)cc(N(C(C)C(=O)N2CCCCC2)S(C)(=O)=O)c1 (centres undefined)
  3	-2	-5	0	3	6	-3	2	-4
> CN(Cc1ccc(-n2cccn2)cc1)Cc1cn(C)nc1-c1ccccc1F
  -3	0	-3	6	3	7	-6	2	3
> O=C(NCCC1=CCCCC1)c1ccc(Cl)cc1
  .	-1	6	-2	7	.	1	.	2
> Cc1ccc(-c2nc3ncccn3c2Nc2ccc3c(c2)OCCO3)cc1
  2	5	0	0	3	-2	5	-2	-3
> N#Cc1c(NC(=O)COC(=O)c2ccc(O)cc2O)sc2c1CCC2
  -8	4	-9	.	.	-6	-17	-1	-1
> C/C(=N/Nc1cc(-c2ccccc2)nc(-c2ccccc2)n1)c1ccc(O)cc1
  -7	7	-4	15	-13	6	15	-8	-3
> Cc1nc2ccc(-c3nc4cc(N)ccc4o3)cc2[nH]1
  -5	-1	-2	2	-12	11	9	1	-3
> O=C(Cn1cc([N+](=O)[O-])cn1)Nc1ccccn1
  0	1	-1	4	-8	1	5	0	-7
> Cc1ccccc1C1c2[nH]c3ccccc3c2CCN1C(=O)c1ccc(=O)n(C)n1 (centres undefined)
  17	3	-1	0	3	4	1	-2	0
> Cc1ccccc1C(=O)NCC(=O)OC1CCCCC1=O (centres undefined)
  1	5	2	3	7	-5	7	0	-5
> CCCC1(CCC)NC(=O)N(CC(=O)N2CCN(C(=O)c3ccco3)CC2)C1=O
  -2	-5	2	-6	2	4	-2	2	-3
> CC(=O)NNc1nc(-c2ccccc2)c2cc(Br)ccc2n1
  -1	6	-4	-2	2	0	-5	3	-3
> CC(OC(=O)C(C)N1C(=O)C2C3C=CC(C4CC34)C2C1=O)C(=O)c1ccccc1 (centres undefined)
  3	4	0	0	5	8	-2	5	2
> COc1cc(C(=O)NCC(=O)NCC2COc3ccccc3O2)cc(OC)c1OC (centres undefined)
  1	-1	-4	1	3	0	-4	3	2
> CCC(C)c1ccc(NC(=O)COC(=O)C2CCCC2)cc1 (centres undefined)
  46*	10	.	.	.	0	.	14	-5
> COc1ccc(-n2cnnc2SCC(=O)NC2CCS(=O)(=O)C2)cc1 (centres undefined)
  0	4	6	3	8	5	4	1	2
> CCOc1ncccc1C(=O)OCc1cn2cc(Cl)ccc2n1
  1	4	-2	-2	0	10	-4	1	-2
> CCCCCC(=O)Nc1nc(C)c(-c2csc(Nc3ccc(Cl)cc3)n2)s1
  -8	10	-19	20*	-4	18	25	9	-5
> O=C(COC(=O)c1ccc2c(c1)OCO2)Nc1cccc(F)c1
  81*	7	-2	.	.	-3	1	0	-4
> CC1(C)N=C(c2ccc(Cl)cc2Cl)C(=O)N1
  -5	3	-1	9	2	6	4	-3	3
> CCOc1ccccc1N1C(=O)c2ccc(C(=O)Nc3cccnc3)cc2C1=O
  4	-2	-3	-1	-2	3	0	3	8
> CCOc1ccc(C(=O)Nc2ccccc2C#N)cc1[N+](=O)[O-]
  3	-1	-1	-2	3	6	4	0	-1
> CC1CCCN(C(=O)COC(=O)C2=COCCO2)C1 (centres undefined)
  10	-1	.	.	.	7	.	2	-1
> O=C(CCl)c1ccc2c(c1)CCN2C(=O)C1CC1
  .	-4	2	-3	57*	.	0	.	-3
> COc1ccc(C(=O)Cn2c3ccccc3n3nc(CCC(=O)O)c(=O)nc23)cc1OC
  2	0	-1	5	1	6	5	1	-1
> CCOC(=O)Cn1nnc(-c2cc(OC)c(OC)c(OC)c2)n1
  3	-2	1	1	5	12	-3	-3	-6
> Cc1ccc(C)c(NS(=O)(=O)c2cc(C(=O)NCC3CCCO3)ccc2C)c1 (centres undefined)
  5	4	-1	1	-3	16	0	0	-4
> COc1ccc(/C=C/C(=O)c2c(C)cc(C)[nH]c2=O)c2ccccc12
  0	5	-7	-4	-3	6	1	1	-1
> COc1cccc(CCNC(=O)C2CCC(=O)N(Cc3cccc(OC)c3)C2)c1 (centres undefined)
  -3	0	2	-1	1	0	0	5	5
> CCOc1ccc(-n2ccnc(SCC(=O)Nc3ccc(CC)cc3)c2=O)cc1
  1	3	1	-2	17	-2	-1	1	1
> Cc1ccc(C(=O)CCC(=O)OCC(=O)Nc2ccc3[nH]c(=O)[nH]c3c2)cc1
  0	3	-1	2	6	0	14	-2	-1
> O=C1SC(c2ccccc2)=C/C1=C\N1CCCCC1
  12	2	1	-3	31	2	-1	6	0
> O=C(Oc1ccc(-c2nnco2)cc1)c1ccc(Br)o1
  0	1	1	-2	5	-2	1	-2	0
> NNC(=O)C12CC3CC(C1)CC(n1ncnn1)(C3)C2
  7	-2	2	1	10	1	3	0	2
> CS(=O)(=O)c1cccc(C(=O)Nc2ccc3c(c2)OCCCO3)c1
  -9	5	-4	3	1	5	7	5	-1
> CC(=O)CC(C)(C)NC(C)=S
  3	-5	-2	3	2	3	-2	7	1
> Nc1[nH]c(=O)[nH]c(=O)c1N=Nc1cccc(Cl)c1
  3	0	-2	0	-2	1	1	-1	7
> CC(=O)Nc1ccc(S(=O)(=O)N2CCN(C(=O)Cc3ccccc3)CC2)cc1
  7	2	-2	-2	1	-5	-6	1	-6
> O=C(c1ccccc1)c1ccc(C(=O)N2CCOCC2)cc1
  6	1	-5	1	18	-2	1	1	-2
> COc1ccc(NC2c3ccccc3C(=O)N2Cc2ccco2)cc1OC (centres undefined)
  5	3	-4	-5	3	-2	4	7	1
> O=C(Cn1c(C2CC2)nc2ccccc2c1=O)Nc1ccc(Br)cc1
  -11	-7	-1	-4	-2	5	-3	4	0
> CCCOC(c1ccccc1)(c1ccccc1)C(Oc1nc(C)cc(C)n1)C(=O)O (centres undefined)
  -1	5	2	1	4	5	-2	2	-6
> Cc1nccn1-c1c2c(c(C#N)c3nc4ccccc4n13)CCC2
  .	6	1	3	7	.	5	.	-10
> Cc1ccc(-c2nn(-c3ccccc3)cc2C(=O)Nc2cccc(S(=O)(=O)N3CCOCC3)c2)cc1
  -64	-52	-50	-65	-64	-80	-90	-35	-7
> Cc1ccc(CS(=O)(=O)CCC(=O)NC2CC2)cc1
  6	1	-2	-3	0	3	-4	3	2
> C=C(Br)Cn1cnc2ccccc21
  -1	0	-1	-2	14	4	-2	2	5
> COc1ccc(-c2nc(CN3CCC(C(=O)N4CCOCC4)CC3)c(C)o2)cc1C
  4	1	2	-2	11	3	4	-1	7
> Nc1cnccc1Oc1cccc(C(F)(F)F)c1
  1	7	1	1	2	-2	-3	-3	0
> COc1cccc(CN2CC(C(=O)NCCC3=CCCCC3)CCC2=O)c1 (centres undefined)
  1	-1	-5	0	1	5	-6	-1	4
> CC(=O)OC[C@H]1O[C@@H](O/N=C/C[C@@H]2C=C[C@H](OC(C)=O)[C@@H](COC(C)=O)O2)[C@H](OC(C)=O)[C@@H](OC(C)=O)[C@@H]1OC(C)=O
  .	-1	3	-3	1	.	0	.	-4
> CN1CCN(C(=O)c2cc(Cl)cc(Cl)c2)CC1
  -1	-4	-1	0	9	3	2	2	-1
> COc1ccc(OCCSc2nnc(CC(=O)Nc3cccc(Cl)c3Cl)n2C)cc1
  -9	1	1	5	-6	7	2	4	-3
> COC(=O)c1c(O)c2ccccc2[nH]c1=O
  3	-1	1	0	2	5	1	5	-4

More results follow:
Below each compound: PAFAH2 FP inh	pPAFAH FP inh	LYPLA1 counter	Fam108B counter	GSTO1 counter	PAFAH1B3 inh	PME-1 primary	PAFAH1B2 FP inh	PAD4 inh
> COc1ccc(NC(=O)c2cc(-c3ccccc3)nc3c2cnn3C(C)C)cc1
  8	1	-6	.	.	-1	-5	2	0
> CCNC(=O)N(CC)C[C@H]1N[C@@](Cc2ccccc2)(C(=O)OC)[C@H]2C(=O)N(C)C(=O)[C@@H]12
  0	-3	.	.	.	8	.	9	-3
> CC(=O)Nc1nc(-c2ccccc2)nc(-c2ccccc2OC(C)=O)n1
  0	6	-3	-4	-24	-9	0	-2	-2
> CCN(CC)c1ccc(C2Nc3cccc4cccc(c34)N2)c(O)c1
  4	-2	-9	51*	30	18	47*	8	-4
> COc1ccccc1N1CCN(C2CC(=O)N(c3ccc(F)cc3)C2=O)CC1 (centres undefined)
  1	2	-1	6	4	7	-5	-4	-1
> C=CCn1c(SCC(=O)Nc2ccc(C(=O)OC(C)C)cc2)nnc1-c1cccs1
  7	4	-3	1	-8	0	-5	1	0
> COc1ccc(/C=C/CN2CCCC(CCC(=O)NCc3ccc(F)c(F)c3)C2)cc1 (centres undefined)
  4	7	2	-7	-1	7	-2	8	2
> Cc1cc(C)c2c(C)nn(-c3ccccc3)c2n1
  -2	5	-1	1	0	14	2	8	2
> COc1ccccc1N(CC(N)=O)S(=O)(=O)c1ccc(C)cc1
  -8	-1	4	-5	9	2	3	3	2
> CCN(CC)S(=O)(=O)c1ccc(OC)c(NC(=O)C(Cc2ccccc2)N2C(=O)c3ccccc3C2=O)c1 (centres undefined)
  .	6	-12	-9	2	.	2	.	4
> Cc1ccc(NC(=S)c2ccncc2)c(C)c1
  -2	-2	-2	2	-4	5	9	2	4
> Cn1c(SCC(=O)NNC(=O)c2ccc(Br)cc2)nnc1-c1cccnc1
  -81	2	0	1	2	5	-2	1	-1
> O=C(COc1ccccc1)NC1=NCCS1
  -4	2	1	4	-3	4	3	3	-2
> CCOc1ccc2nc(SC(C)C(N)=O)[nH]c2c1 (centres undefined)
  -5	0	1	-3	1	-4	4	-4	-5
> COCCCNC(=O)Cn1cnc2sc(C)c(S(=O)(=O)N3CCN(c4ccccc4OC)CC3)c2c1=O
  0	4	2	2	0	8	3	2	-5
> CCc1ccc(Nc2oc(C)cc(=O)c2C(C)=O)cc1
  1	2	-1	2	5	10	2	4	0
